# Compound activity from PubChem.
# GPT2 inhibitor: inhibitors of human GPT2 alanine aminotransferase; Potency, µM (series often up to 57.7 µM), for inactives: top-dose activity change, negative = inhibition, actives largely listed as inhibitors; Q8TD30; Recombinant GPT2, coupled pyruvate oxidase/HRP Amplex Red fluorescence; 100,000 tested, 0.25% active; also: potency is read from the fitted curve at half-maximal effect; nearly all actives have a fitted effect of over 60% in size; many of its hits are not listed in these tables
# Target sequence (Q8TD30 whole entry, looked up): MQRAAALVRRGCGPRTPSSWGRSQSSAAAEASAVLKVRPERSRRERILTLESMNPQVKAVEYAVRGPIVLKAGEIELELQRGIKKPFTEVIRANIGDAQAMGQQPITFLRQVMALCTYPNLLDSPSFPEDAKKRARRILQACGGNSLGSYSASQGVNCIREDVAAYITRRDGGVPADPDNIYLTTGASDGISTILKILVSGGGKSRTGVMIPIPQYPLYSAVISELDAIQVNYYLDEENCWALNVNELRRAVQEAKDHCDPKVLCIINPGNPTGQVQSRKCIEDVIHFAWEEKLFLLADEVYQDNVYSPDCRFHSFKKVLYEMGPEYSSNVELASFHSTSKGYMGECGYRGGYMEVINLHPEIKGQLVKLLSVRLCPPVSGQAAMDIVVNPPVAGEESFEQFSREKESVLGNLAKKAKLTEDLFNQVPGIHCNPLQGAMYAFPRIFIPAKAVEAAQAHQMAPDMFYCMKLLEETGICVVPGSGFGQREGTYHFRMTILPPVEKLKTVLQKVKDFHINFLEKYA
#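 Recombinant GPT2 (10ng/uL) with 250uM a-KG and 2mM L-alanine, 30 min at room temperature, in HEPES pH 7.5 buffer. Pyruvate detected by pyruvate oxidase/HRP/Amplex Red fluorescence after 30 min in the dark; AOA (50uM) as positive control.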
# 3T3 cytotox: NIH 3T3 cell cytotoxicity; NIH 3T3 viability, CellTiter-Glo ATP luminescence, 48-72 h; Potency, µM (highest dose often 96.7 µM), for the others: top-dose activity change, negative = cytotoxicity, most hits filed as inhibitors; 94,000 tested, 4.3% active; also: potency is read from the fitted curve at half-maximal effect; nearly all actives have a fitted effect of over 55% in size
#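 Cytotoxicity was measured by CellTiter-Glo ATP luminescence after 48 or 72 h compound exposure at 37 °C. Mouse NIH 3T3 fibroblasts were seeded at 400 cells/well and dosed by 23 nL pin transfer.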
# IP6K1 inhibitor: inhibitors of human IP6K1 | Q92551 | IP6K1 kinase, ADP-Glo luminescence, 2 h; hits give low values | activity change, % (series mostly up to about 58 µM) | 140,000 tested, 0.81% active | AID 1645851; in the data active = activity change below about -25%
#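 ADP-Glo luminescence measures ADP made by human IP6K1 during a 2 h RT reaction with ATP/IP6 (mix at 1.3 mM/130 uM); top library doses 57.5 and 19.1 uM final.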
# HEK cytotox: HEK 293 cell cytotoxicity; HEK 293 viability, ATP luminescence (CellTiter-Glo), 48-72 h; Potency, µM (series often up to 115 µM), for the others: top-dose activity change, negative = cytotoxicity, hits mostly inhibitors; 94,000 tested, 6.6% active; AID 1345083; also: potency is read from the fitted curve at half-maximal effect; nearly all actives have a fitted effect of over 60% in size
#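 HEK 293 cells at 250 cells/well were exposed to compounds by pintool transfer for 48 or 72 hr at 37 degree Celsius, 5% CO2. Viability was read as ATP-coupled luminescence with CellTiter-Glo after 10 min at room temperature.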
# FLuc inh: blocks purified firefly luciferase enzyme activity. purified P. pyralis luciferase, luminescence, biochemical. Potency, µM (highest dose often 115 µM), for the others: top-dose activity change, negative = inhibition, most hits filed as inhibitors. 76,000 tested, 2.5% active; also: potency is read from the fitted curve at half-maximal effect; nearly all actives have a fitted effect of over 65% in size
# Target sequence (P08659 whole entry, looked up): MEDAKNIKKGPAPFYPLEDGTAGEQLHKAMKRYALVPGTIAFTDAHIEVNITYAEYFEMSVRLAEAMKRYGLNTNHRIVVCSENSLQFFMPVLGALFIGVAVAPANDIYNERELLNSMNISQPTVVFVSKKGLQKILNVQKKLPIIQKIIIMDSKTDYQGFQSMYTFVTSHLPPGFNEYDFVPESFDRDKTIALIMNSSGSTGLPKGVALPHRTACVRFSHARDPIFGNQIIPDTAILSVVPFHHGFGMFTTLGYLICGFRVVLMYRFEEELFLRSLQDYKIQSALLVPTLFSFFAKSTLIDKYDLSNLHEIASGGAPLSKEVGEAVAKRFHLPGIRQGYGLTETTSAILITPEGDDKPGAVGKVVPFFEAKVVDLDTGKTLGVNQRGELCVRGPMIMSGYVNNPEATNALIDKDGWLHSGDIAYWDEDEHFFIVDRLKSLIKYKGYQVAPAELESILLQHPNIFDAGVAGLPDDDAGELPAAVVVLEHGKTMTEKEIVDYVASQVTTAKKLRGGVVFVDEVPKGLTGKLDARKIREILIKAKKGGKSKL
#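 Cell-free enzyme assay, 10nM P. pyralis luciferase, luciferin and ATP each at 10uM. Inhibition profiled over a 6-point titration, read as luminescence.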
# HEK293 viab: counter-screen for SNCA expression inhibitors: cell viability; HEK-293-SNCA-luc viability, GF-AFC fluorescence, 24 h; Potency, µM (highest dose often 57.1 µM), for the others: at the highest dose activity change, negative = cytotoxicity, usual class: cytotoxic; 150,000 tested, 0.12% active;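 also: potency is read from the fitted curve at half-maximal effect; 0% = DMSO-treated cells and -100% = medium-only wells without cells; nearly all actives have a fitted effect of over 30% in size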
#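 Cytotoxicity counterscreen: after 24 h compound treatment of genome-edited SNCA-luciferase HEK-293 cells, live-cell protease substrate GF-AFC read by fluorescence after 30 min; activity scaled between DMSO (0%) and medium-only (-100%), curves Hill-fitted.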
# SNCA expr inhib: reduces expression of the alpha-synuclein gene. AID 1671194. HEK-293 SNCA-luciferase knock-in, luminescence, 24 h. Potency, µM (doses to about 57.2 µM), inactives show at the top dose activity change, negative = inhibition, hits mostly inhibitors. 140,000 tested, 0.17% active;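 also: potency is read from the fitted curve at half-maximal effect; plate controls were DMSO cells for no effect and cell-free wells for full effect; nearly all actives have a fitted effect of over 45% in size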
# The depositor's hits bear a star; i = inactive; ? = inconclusive; · = not tested or not shown; [ ] = another dose, or the depositor's remark. Unless noted, calls follow the shape of the dose curve; as a rule, active = well fitted curve in the direction sought with a large enough effect; inconclusive = small, poorly fitted or top-dose-only effect, or another doubt; inactive = no such curve, though single readings can be large; an effect the other way counts as inactive or inconclusive. Unless noted, % is scaled to controls: 0 for no effect and ±100 for the full control effect. Not a hit list. Share with any hit: about 7.8%.
SMILES,GPT2 inhibitor,3T3 cytotox,IP6K1 inhibitor,HEK cytotox,FLuc inh,HEK293 viab,SNCA expr inhib
CCOc1ccccc1C(=O)N1[C@@H](c2ccco2)[C@@H](C(=O)O)C[C@]12CCCCN(CCOC)C2=O,·,?,-6,-26%,·,·,·
COCCNC(=O)C[C@@H]1C[C@H]2O[C@H](CNC3CCC(F)(F)CC3)[C@@H](O)[C@H]2O1,i,-12%[174 µM],13,-7%[172 µM],-11%[172 µM],7%[87.6 µM],?
CCc1nnc2c3ccccc3nc(Nc3ccccc3OC)n12,·,·,5,·,·,-1%,30%[activator]
Cc1ccc(NC(=O)c2oc3c(c2C)-c2[nH]ncc2CC3)c(Cl)c1,·,·,-45*,·,·,14%,136%[activator]
O=S(=O)(NCC(c1ccco1)S(=O)(=O)c1ccccc1)c1ccccc1 (centres undefined),·,·,-6,·,·,13%,24%
COc1cc(Cl)c(NS(=O)(=O)c2ccc3c(c2)CC(C)N3C(=O)C2CCC2)c(OC)c1 (centres undefined),·,·,7,·,·,-15%,?
CCOC(=O)c1c(C)[nH]c(C)c1S(=O)(=O)N1CCCC(C(=O)N2CCN(c3cc(C)ccc3C)CC2)C1 (centres undefined),·,·,3,·,·,-13%,-27%
COCCn1c(=O)n([C@H]2CCCN(C(=O)CCc3ccccc3)C2)c2ncccc21,i,-7%,7,-7%,-3%,-4%,-4%
CC(=O)N1CCC([C@@H]2CN(Cc3cccnc3)C[C@H]2CO)CC1,-9%,-7%,13,-22%,4%,9%[12.5 µM],17%
CCOC(=O)c1ccc(NC(=O)CSc2c(C(C)C)cnc3c2c(=O)n(C)c(=O)n3C)cc1,·,·,-7,·,·,?,6%
O=C1N[C@@H]2CCN(C(=O)c3ccc(C(F)(F)F)cc3)[C@@H]2C(=O)N1c1ccc(Oc2ccccc2)cc1,-7%,?,-13,?,2%,6%,-14%
O=C(NCC1CCCN(C(=O)N2CCCC2)C1)c1ccc(-c2ccccc2)cc1 (centres undefined),0%,?,6,?,7.9µM*,-10%,-6%
O=C(c1ccccc1)N1CCN(C(=O)c2nnn3c2COC(c2ccccc2)C3)CC1 (centres undefined),i,-24%,-3,-30%,-16%,-2%,2%
COc1ccc(-c2cccc(C(=O)N3CCN(C(=O)Cc4cccc(Cl)c4)CC3)c2)nn1,·,-25%,-1,?,·,·,·
Oc1ccccc1-c1nc(/C=C/c2ccccc2Cl)nn1-c1ccccc1,·,·,-1,·,·,12%,19%
Cc1ccc(CN2CC[C@H](c3nnc(-c4ccccc4)o3)C2)cc1,-1%[88.5 µM],?,5,?,?,1%[87.6 µM],30%[activator][87.6 µM]
Cc1ccccc1-n1ncc(C(C)NC(=O)c2cc(F)ccc2F)c1C (centres undefined),-17%,?,3,?,-18%,13%,3%
CC1CCCN(c2c(S(=O)(=O)c3ccccc3)cnc3ccc(Cl)cc23)C1 (centres undefined),·,·,-14,·,·,11%,2%
COc1cc2c(c(OC)c1)C(c1cccc(F)c1F)CC(=O)N2 (centres undefined),·,·,11,·,·,7%,-1%
COC1CCC12CCN(C(=O)CCc1ccccc1)CC2 (centres undefined),2%,-16%,10,-41%,-5%,2%,24%

# In the list so far, these have an NH in an aromatic ring:
SMILES,GPT2 inhibitor,3T3 cytotox,IP6K1 inhibitor,HEK cytotox,FLuc inh,HEK293 viab,SNCA expr inhib
Cc1ccc(NC(=O)c2oc3c(c2C)-c2[nH]ncc2CC3)c(Cl)c1,·,·,-45*,·,·,14%,136%[activator]
CCOC(=O)c1c(C)[nH]c(C)c1S(=O)(=O)N1CCCC(C(=O)N2CCN(c3cc(C)ccc3C)CC2)C1 (centres undefined),·,·,3,·,·,-13%,-27%

# Next section
SMILES,GPT2 inhibitor,3T3 cytotox,IP6K1 inhibitor,HEK cytotox,FLuc inh,HEK293 viab,SNCA expr inhib
O=C(NCc1cccc(C(F)(F)F)c1)c1cccc2c1CCN2C(=O)C1CC1,3%,?,-4,?,9%,-10%,-5%
CCOc1ccc(S(=O)(=O)N(CC(=O)Nc2ccc3c(c2)OCO3)c2ccccc2)cc1,·,·,-1,·,·,-8%,14%
CC(C)CCN1CCCC2(CN[S+](=O)([O-])c3ccccc3N2)C1 (centres undefined),-7%[88.5 µM],?,7,?,2%[172 µM],6%[87.6 µM],15%[87.6 µM]
Cn1cc(CC(=O)N2CCCc3ncc(C(=O)N4CCN(CCO)CC4)cc32)c2ccccc21,-39%,?,13,-6%,-8%,6%,35%
Cc1ccc(C)c(NC(=O)CN2CCN(C3CCCCC3)C(=O)C2=O)c1,·,·,37,·,·,14%,8%
CCS(=O)(=O)c1nc(S(=O)(=O)c2ccc(C)cc2)c(NCCCOC)s1,·,·,36,·,·,-17%,-20%
Cn1cccc1CN1CCC2(CC1)COc1ccccc1NC2=O,-23%[88.5 µM],?,13,?,1%[172 µM],-5%[87.6 µM],-11%[87.6 µM]
CC(C)c1ccc(Cn2c(COc3ccccc3)nc3ccccc32)cc1,·,·,-3,·,·,7%,268%[activator]
COCCc1ccc(OCC2CO2)cc1 (centres undefined),-9%,·,23,·,·,8%[23.9 µM],8%[25.6 µM]
CCOc1ccc(NC(=O)C2CC(=O)N(c3ccc(C(C)C)cc3)C2)cc1 (centres undefined),·,·,2,·,·,-8%,10%
CCC(C(=O)N1CCC(n2cc(-c3nc(C(C)C)no3)nn2)C1)c1ccccc1 (centres undefined),-9%,-10%,5,-14%,4%,-1%,-2%
O=C(Nc1ccccc1Cl)c1ccc(F)c(S(=O)(=O)NCc2ccc(Cl)c(Cl)c2)c1,·,·,19,·,·,4%,?
COc1ccc(OCC2CC3(CCCCC3)CN2S(C)(=O)=O)cc1 (centres undefined),?,?,8,?,·,-11%,0%
O=C(c1ccccc1Cl)N1CCCN(CCn2nc3n(c2=O)CCCC3)CC1,·,-16%,-3,i,·,·,·
c1ccc2c(c1)ncc1nncn12,·,·,10,·,·,-13%,-2%
O=C(c1cc(-c2ccccc2)n[nH]1)N1CCc2c(nc(-c3ccccc3)[nH]c2=O)C1,-3%,?,22,?,?,-3%,?
CCC1Oc2ccc(NC(=O)COc3ccccc3)cc2CN(Cc2ccc(F)cc2)C1=O (centres undefined),0%,?,10,?,0%,-1%,-11%
COCCN1C(=O)CS(=O)C12CCN(C(=O)NCc1ccc(OC)cc1)CC2 (centres undefined),i,3%,16,-8%,6%,-4%,2%
COc1ccc(CNC(=O)[C@@H]2CCC[C@@H](NCc3nccs3)CN(C)C(=O)C2)cc1,5%[88.5 µM],-1%[174 µM],5,-2%[172 µM],-2%[172 µM],3%[87.6 µM],1%[87.6 µM]
O=C(NCCc1nc2ccccc2[nH]1)C1CCN(C(=O)N2CC3CC(C2)[C@H]2CCCC(=O)N2C3)CC1 (some centres undefined),0%,i,6,10%,1%,-3%,11%
COc1ccc(-c2nnc3n2CCN(C(=O)c2ccccc2F)C3)cc1,i,-4%,4,-3%,7%,-13%,?
O=C([C@@H]1C[C@H](Oc2ccccc2)CN1S(=O)(=O)Cc1ccccc1)N1CCOCC1,1%,-21%,-2,-9%,-1%,-6%,-27%
Fc1ccc(CNc2ncncc2-c2nc(-c3ccccc3)no2)cc1,-3%,-3%,-6,i,7%,-1%,-14%
CC(C)c1nc2ccc(C(=O)NCc3ccc(N(C)C)cc3)cc2o1,·,·,6,·,·,6%,14%
Cc1cc2cc(-c3c(C)noc3C)nc(NCc3cccc(F)c3)c2o1,-31%[88.5 µM],?,6,?,5%[172 µM],-14%[87.6 µM],?
COc1cccc2c1CCC[C@H]2CN(C)CCc1ccc2ccoc2c1,i,·,2,·,·,2%,·
COc1cc(S(=O)(=O)NCCc2c(C)[nH]c3ccc(C)cc23)ccc1Br,·,·,3,·,·,7%,-14%
Cc1nnc(-c2cc(-c3ccc(CO)cc3)ccn2)n1CCN1CCOCC1,?,?,0,-12%[172 µM],-19%[172 µM],0%[87.6 µM],-1%[87.6 µM]
O=C(NCc1ccccc1Br)c1ccc2c(c1)nc1n2CCOC1,·,·,-7,·,·,8%,23%
Cc1ccc(C)c(S(=O)(=O)c2nnn3c2nc(Nc2ccc(C)c(C)c2)c2ccccc23)c1,·,·,18,·,·,4%,12%
COc1ccc(C2Cn3nnc(-c4nc(-c5ccc(OC(F)(F)F)cc5)no4)c3CO2)cc1 (centres undefined),i,-9%,1,-3%,-4%,-1%,12%
CCOC(=O)c1ccc(N2C(=O)c3[nH]nc(-c4ccccc4)c3C2c2ccc(CC)cc2)cc1 (centres undefined),·,·,-9,·,·,?,?
CN(C)C=NC(=O)c1cc2c(n(-c3ccccc3)c1=O)CC(C)(C)CC2=O,·,·,-3,·,·,-6%,13%
Fc1ccc(-n2ncc3c(Nc4ccc5c(c4)OCCO5)ncnc32)cc1,·,·,8,·,·,-14%,62%[activator]
COc1ccc(-c2cn3c(n2)CO[C@@H](CNCc2ccc(OC(F)(F)F)cc2)C3)cc1,2%[88.5 µM],?,-9,45µM*,?,-4%[87.6 µM],-1%[87.6 µM]
CC(=O)N1CCCc2ccc(NS(=O)(=O)c3ccc(F)cc3F)cc21,·,·,-8,·,·,-7%,58%[activator]
O=C(NCC(c1ccc2c(c1)OCO2)N1CCOCC1)C(=O)Nc1ccccc1 (centres undefined),·,·,1,·,·,0%,4%
NC1CC(c2cc(N3CCN(c4ccc5nccn5n4)CC3)ncn2)C1 (centres undefined),i,-12%,-4,1%,10%,4%,0%
CCOc1ccc2c(n1)CCN(C(=O)c1ccsc1)C2,1%,-12%,-11,0%,-6%,7%[12.5 µM],?

# In the list so far, five contain a furan ring, fused or not:
SMILES,GPT2 inhibitor,3T3 cytotox,IP6K1 inhibitor,HEK cytotox,FLuc inh,HEK293 viab,SNCA expr inhib
CCOc1ccccc1C(=O)N1[C@@H](c2ccco2)[C@@H](C(=O)O)C[C@]12CCCCN(CCOC)C2=O,·,?,-6,-26%,·,·,·
Cc1ccc(NC(=O)c2oc3c(c2C)-c2[nH]ncc2CC3)c(Cl)c1,·,·,-45*,·,·,14%,136%[activator]
O=S(=O)(NCC(c1ccco1)S(=O)(=O)c1ccccc1)c1ccccc1 (centres undefined),·,·,-6,·,·,13%,24%
Cc1cc2cc(-c3c(C)noc3C)nc(NCc3cccc(F)c3)c2o1,-31%[88.5 µM],?,6,?,5%[172 µM],-14%[87.6 µM],?
COc1cccc2c1CCC[C@H]2CN(C)CCc1ccc2ccoc2c1,i,·,2,·,·,2%,·
